# High-throughput results from PubChem.
# BoNT-F LC inh = BoNT F light chain protease inhibition | Multiplex microsphere protease cleavage assay, flow cytometry | inhibition, % at 10 µM | 360,000 tested, 0.22% active | AID 588497; in the data active = inhibition above about 35%, passing the limit was not always enough; inconclusive = no clear call, values can overlap the other calls; also: plate controls were buffer without enzyme for full effect and enzyme alone for no effect
# BoNT A protease = inhibitors of Botulinum neurotoxin A light chain protease; multiplex microsphere protease substrate cleavage, flow cytometry; inhibition, % at 10 µM; 360,000 tested, 0.17% active; AID 588499; also: plate controls were buffer without enzyme for full effect and enzyme alone for no effect
# FadD28 binding = M. tuberculosis FadD28 bisubstrate binding inhibition. FadD28 bisubstrate probe binding, fluorescence polarization. inhibition, % at 12.5 µM. 360,000 tested, 0.22% active. AID 588549; in the data active = inhibition above about 8.5%, passing the limit was not always enough; inconclusive = no clear call, values can overlap the other calls
# FBA Mtb inh = inhibits M. tuberculosis FBA enzyme. AID 588726. 360,000 tested, 2.3% active. inhibition, % at 1 µM. purified M. tuberculosis FBA, fluorescence read-out; in the data active = inhibition above about 27%;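 also: 0% = vehicle and 100% = reference inhibitor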
# Anthrax LF inh2 = anthrax lethal factor protease inhibition; P15917; multiplex microsphere protease cleavage assay, LF; inhibition, % at 10 µM; 360,000 tested, 0.12% active; AID 588501; also: plate controls were buffer without enzyme for full effect and enzyme alone for no effect
# Target sequence (P15917 whole entry, looked up): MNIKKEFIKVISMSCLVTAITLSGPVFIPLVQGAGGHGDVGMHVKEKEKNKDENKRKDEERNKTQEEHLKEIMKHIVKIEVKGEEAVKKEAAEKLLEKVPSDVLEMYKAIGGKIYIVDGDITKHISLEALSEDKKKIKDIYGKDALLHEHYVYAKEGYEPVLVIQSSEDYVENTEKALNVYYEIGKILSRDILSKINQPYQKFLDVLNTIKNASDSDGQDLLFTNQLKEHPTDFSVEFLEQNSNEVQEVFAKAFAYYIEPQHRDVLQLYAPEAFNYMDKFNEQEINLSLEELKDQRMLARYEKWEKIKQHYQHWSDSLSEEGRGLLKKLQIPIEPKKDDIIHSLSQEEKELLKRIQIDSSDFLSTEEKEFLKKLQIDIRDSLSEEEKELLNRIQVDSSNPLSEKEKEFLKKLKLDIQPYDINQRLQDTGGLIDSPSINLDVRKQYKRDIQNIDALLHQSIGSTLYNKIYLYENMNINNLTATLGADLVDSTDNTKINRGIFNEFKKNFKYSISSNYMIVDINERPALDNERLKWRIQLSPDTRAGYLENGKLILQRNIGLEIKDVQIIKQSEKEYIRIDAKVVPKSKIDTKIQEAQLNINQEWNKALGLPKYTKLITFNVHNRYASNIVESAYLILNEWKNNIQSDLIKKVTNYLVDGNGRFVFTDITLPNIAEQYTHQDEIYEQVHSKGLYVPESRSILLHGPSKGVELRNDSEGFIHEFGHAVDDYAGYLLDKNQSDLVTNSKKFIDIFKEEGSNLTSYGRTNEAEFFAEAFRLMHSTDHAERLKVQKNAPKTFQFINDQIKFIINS
# GDH-TPI counter = GDH-TPI coupled enzyme inhibition counter-screen; inhibition, % at 4.8 µM; 360,000 tested, 1.2% active; GDH-TPI coupled enzyme counterscreen, NADH absorbance; in the data active = inhibition above about 30%;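 also: 0% = DMSO wells and 100% = wells lacking the enzyme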
# PfHsp40 yeast = restores yeast growth despite PfHsp40 toxicity | growth rescue, % at 12.5 µM | 340,000 tested, 0.68% active | S. cerevisiae expressing PfHsp40, growth rescue, ATP luminescence; in the data active = growth rescue above about 28%, passing the limit was not always enough; inconclusive = no clear call, values can overlap the other calls;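 also: yeast W303a lacking pdr1 and pdr3 grown in galactose medium; growth measured after three days at 30 °C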
# UGM FP inh = Mtb UDP-galactopyranose mutase inhibition; AID 504406; P9WIQ1; inhibition, % at 10 µM; 320,000 tested, 0.06% active; purified UGM, fluorescence polarization probe displacement; in the data active = inhibition above about 10%, passing the limit was not always enough; inconclusive = no clear call, values can overlap the other calls
# Mtb BioA inh = BioA (M. tuberculosis) enzyme inhibition; 360,000 tested, 0.096% active; purified M. tuberculosis BioA enzyme, plate reader; AID 602481; inhibition, % at 9.99 µM; in the data active = inhibition above about 40%; inconclusive = no clear call, values can overlap the other calls
# The depositor's hits bear a star; ? = inconclusive; . = not tested or not shown; & = joins results of further samples. Rule as the data show it, unless noted: active = inhibition above about 30%; inconclusive = no clear call, values can overlap the other calls; inactive = below that.
Molecule	BoNT-F LC inh	BoNT A protease	FadD28 binding	FBA Mtb inh	Anthrax LF inh2	GDH-TPI counter	PfHsp40 yeast	UGM FP inh	Mtb BioA inh
COc1ccc(-c2cc(C(F)F)n3ncc(C(=O)N4CCN5CCCC5C4)c3n2)cc1 (configuration not stated)	16.3	11.5	-3.9	23.1	-16.4	17.3	-0.2	-6.4	5.6
O=C(CSc1nnc(CNC(=O)c2c(F)cccc2Cl)o1)NCc1ccc(F)cc1	-1.7	0.2	-0.5	4.5	-2.1	7.8	-0.7	-1.1	-5.1
C=CCSc1nccc(-c2cc(Cl)sc2Cl)n1	-1.1	0.4	-1.2	-0.2	-2.8	6.7	0.9	-1.9	.
CCC(C(=O)OCC(=O)Nc1cc(OC)ccc1OC)c1ccccc1 (configuration not stated)	-1.6	-0.5	-1.5	-1.2	1.7	6.5	16.7	0.2	.
CCc1ccccc1NC(=O)NNS(=O)(=O)c1cc(C)ccc1C	-4.1	-0.3	-3.2	-1.7	1.3	-2.1	-1.6	3.4	-2.2
O=C(Nc1ccc(N2CCCC2)cc1)c1ccccc1[N+](=O)[O-]	-238.0	-4.2	-1.3	0.1	-33.5	5.1	0.2	0.6	-0.9
Cc1nn(CCc2nn[nH]n2)c2nc(-c3ccc(Br)cc3)cc(C(F)(F)F)c12	-5.2	-0.2	-8.6	19.0	-2.1	10.7	1.7	0.8	.
O=C(CNC(=O)C(c1ccccc1)c1ccccc1)N/N=C/c1cccnc1	-1.4	0.3	-2.1	2.9	-0.4	7.4	-1.0	-3.0	-1.3
CCOc1ccccc1C1C(C(N)=O)=C(C)Nc2nc(-c3ccccc3Cl)nn21 (configuration not stated)	-25.3	0.5	-3.4	0.4	1.8	6.1	0.0	-2.0	-1.5
Cc1cc(C)c(NS(=O)(=O)c2ccc3c(c2)NC(=O)CC(=O)N3)c(C)c1	-9.7	-3.2	-3.0	2.5	-2.4	0.8	1.7	-2.8	-1.3
CC1CCN(c2nc3ccccn3c(=O)c2C=O)CC1	-5.2	-1.3	0.5	3.2	-4.2	11.8	0.6	1.0	.
CC(C)NC(=O)Nc1ccc2c(c1)C(=O)N([C@@H](C)CO)C[C@@H](C)[C@H](CN(C)Cc1ccccc1)OCCCC[C@H](C)O2	-5.9	-0.9	-1.3	0.6	4.9	2.1	.	.	0.4&-0.5
Cc1nc(NS(=O)(=O)c2ccc(Br)cc2)c2c3c(sc2n1)CCC3	-1.3	0.3	-2.4	-1.8	-1.1	-7.0	7.7	1.3	-2.1
Cc1cccc(N(C)S(=O)(=O)c2cc3c(cc2C)n(C)c(=O)c(=O)n3C)c1	2.5	0.3	-0.5	0.0	5.9	17.8	-0.2	-0.4	0.3
Cc1ccccc1NC(=O)Cc1c(O)c2ccccc2[nH]c1=O	-8.6	-1.4	-0.3	14.4	-2.0	9.2	0.6	-0.6	-1.8
CCC(CO)NC(=O)c1ccc(-c2nn(C)c(=O)c3ccccc23)cc1 (configuration not stated)	1.6	-0.2	-3.3	2.8	-3.6	0.9	0.3	1.4	.
Cc1cccc(NC(=O)c2nc[nH]c2C(=O)NC[C@@H](C)O)c1	-9.0	-0.4	-1.1	2.8	-7.0	7.2	.	.	-0.3
O=C1NC(=O)/C(=C/c2ccc(O)cc2)S1	-2.2	-0.2	-0.2	-1.0	-0.2	21.2	-0.4	2.9	.
COc1ccc(-n2nc(C(=O)NCC(=O)N3CCC(C(N)=O)CC3)c3ccccc3c2=O)cc1	-0.7	3.0	.	-1.3	-1.6	6.5	-1.0	-0.3	2.7
COc1ccc(S(=O)(=O)N2CCCC(C(=O)N3CCN(Cc4ccccc4)CC3)C2)cc1Cl (configuration not stated)	4.2	0.2	-3.9	-1.8	1.1	2.7	.	.	-0.1
Cc1cc(-n2c(C)cc(C(=O)CSc3nncn3C(C)C)c2C)no1	-131.9	-82.1	-3.2	-0.6	-27.5	-2.9	-0.5	-2.1	.
COc1ccc(NC(=O)c2ccccc2NC(=O)c2ccco2)cc1	2.0	1.2	.	2.4	-9.2	12.6	-1.5	-1.5	.
CCO/C(C)=N/n1c2nc3ccccc3nc2c2c(=O)n(CC(C)C)c(C)nc21	3.1	3.2	-2.8	33.2*	0.8	21.8	0.4	-0.4	2.8
COc1cc(OC)c(C(=O)NNC(=O)CN(C)S(=O)(=O)c2ccc(Cl)cc2)cc1OC	-4.7	-0.9	-2.1	1.2	3.2	5.2	0.8	-0.3	.
NC(=O)CSc1nc2ccccc2n1Cc1ccccc1F	8.3	0.5	-4.0	1.9	10.9	-8.5	0.0	-0.5	-2.4
CCC(=O)N1CC2(CC(c3cccc(NC(=O)CC(c4ccccc4)c4ccccc4)c3)=NO2)C[C@H]1C(N)=O (some centres not stated)	-0.9	-0.1	-5.0	1.8	9.4	-3.9	-0.6	1.8	0.9
Cc1ccccc1NC(=O)c1ccc(CN2CC(=O)N3CCCCC3C2=O)cc1 (configuration not stated)	-12.1	-1.0	-2.1	-2.7	-5.9	-1.4	0.4	-0.8	0.0
CCN(CC)c1ccc(NS(=O)(=O)c2cn(C)c(=O)n(C)c2=O)c(C)c1	-6.3	0.3	-2.0	0.9	-9.4	-5.3	-0.4	1.3	-1.6
CCOc1ccc(CCNC(=O)c2cccs2)cc1OCC	-6.1	-2.0	-0.9	-1.8	-11.8	13.4	-0.7	-3.1	4.6
CN(C)CCN(C(=O)c1ccc(C(=O)c2ccccc2)cc1)c1nc2cc3c(cc2s1)OCO3	-0.6	0.4	2.5	3.6	1.6	-3.5	1.0	-3.8	-0.5
COc1ccc(OC(=O)c2cccc(S(=O)(=O)N3CCCC3)c2)cc1	-5.3	-4.7	-1.4	3.8	-3.0	6.6	1.2	0.0	-0.6
NC(=O)c1ccc(-c2nnn(CC(=O)N(C3CCCC3)C3CCS(=O)(=O)C3)n2)cc1 (configuration not stated)	-7.7	-0.3	-0.4	1.0	-1.6	-0.4	0.2	3.2	-0.4
COc1ccc(C(=O)Nc2cccnc2)cc1C(=O)Nc1cccnc1	-1.5	0.2	2.1	6.8	1.9	3.4	0.3	1.8	4.4
O=C(CCc1nc(-c2ccccc2)no1)NCc1ccccc1CN1CCOCC1	-7.3	-0.2	-1.8	-0.3	6.8	-8.2	0.7	3.2	3.7
Cc1ccc(NC(=O)CNc2ccc(OC(C)C)cc2)c(C)c1	-19.9	2.8	-3.0	4.1	-7.6	-1.2	0.5	2.4	-1.0
CCN(CC1COc2ccccc2O1)C(=S)Nc1ccc(F)cc1 (configuration not stated)	2.8	-0.2	-4.3	-4.4	1.3	6.1	0.9	-3.9	0.7
COc1cccc(C(=O)N(Cc2nc(-c3ccc(C)cc3)no2)C(C)C)c1	-1.0	?	-2.2	-1.1	-3.0	-3.5	0.8	1.1	-1.0
COc1ccc(S(=O)(=O)N2CCC(C(=O)N[C@@H](C)C(=O)NCc3ccccc3OC)CC2)cc1	-6.1	-1.6	-3.7	0.0	-0.6	-3.7	4.1	2.2	1.0
O=C(NNC(=O)c1cc2ccccc2cc1O)Nc1ccccc1F	-13.0	-2.3	-3.8	0.3	0.3	7.2	119.9*	3.1	-0.9
Cc1cccc(-c2cnn(-c3cccc([N+](=O)[O-])c3)c2N)c1	-10.1	-2.5	-0.4	1.7	-7.2	0.3	2.3	5.1	.
COc1ccc(CN(C)C(=O)c2ccc(NS(=O)(=O)c3ccc4[nH]c(=O)[nH]c4c3)cc2)c(OC)c1OC	2.1	0.2	-2.5	1.7	-4.2	9.1	-0.1	0.2	0.0
NC(=O)Nc1ccc(Oc2ncc(C(F)(F)F)cc2Cl)cc1	-5.5	-1.9	-6.0	0.9	-5.9	2.2	-0.3	0.0	.
CC(=O)Nc1ccccc1C(=O)N1CC(C)OC(C)C1 (configuration not stated)	-9.7	0.7	0.4	0.9	-2.0	3.6	-1.0	-0.5	-0.4
Cc1ccc(S(=O)(=O)NCCSCc2ccccc2)cc1	4.4	0.2	-1.4	-3.7	2.4	7.8	0.1	-0.7	0.5
O=C(c1cccs1)c1sccc1Cc1ccccc1	-1.1	0.1	-2.7	4.3	2.8	10.6	9.9	.	-2.3
C=C1CCN([C@@H](Cc2ccccc2)C(=O)NCc2ccc(Cl)cc2)S(=O)(=O)c2ccccc21	-10.0	-0.1	-2.0	-2.0	-4.6	6.9	1.5	-1.6	-1.1
c1ccc(Cn2nnc3c(N4CCc5ccccc54)ncnc32)cc1	16.8	2.1	-0.8	-0.8	7.6	0.5	-1.1	-2.1	1.2
CC(=O)Nc1c(C#N)c(-c2ccccc2)c(C#N)c(=O)n1-c1ccc(C)cc1	3.4	-0.2	-2.4	0.6	-1.2	33.0*	.	.	0.9&-1.1
Nc1nnc(CC(=O)N/N=C/c2ccc(-c3ccc(Cl)cc3Cl)o2)s1	-6.6	0.2	-1.6	-0.1	-0.5	38.0*	9.6	2.2	.
CCOC(=O)C1=C(C)N=C2SC(C(=O)OC)=CC(=O)N2C1c1cc(OC)c(OC)c(OC)c1 (configuration not stated)	-0.9	-0.1	-3.1	-1.9	-1.9	-2.6	-0.9	1.2	.

# Going on with the list.
Molecule	BoNT-F LC inh	BoNT A protease	FadD28 binding	FBA Mtb inh	Anthrax LF inh2	GDH-TPI counter	PfHsp40 yeast	UGM FP inh	Mtb BioA inh
COc1ccccc1OCc1ccc(C(=O)n2nc(C)c(Cl)c2C)o1	-11.4	-1.7	-3.4	1.6	-4.7	8.3	-0.6	-1.1	-0.3
COC(=O)c1sc(N2C(=O)C(O)=C(C(=O)c3ccc(C)o3)C2c2ccc(F)cc2)nc1C (configuration not stated)	-1.2	-0.4	-0.2	3.5	-6.1	26.7	-0.2	1.1	.
CC(=O)c1cccc(NS(=O)(=O)N2CCCCC2)c1	16.8	0.5	2.6	3.7	1.8	-0.7	-0.2	-1.1	0.0
O=C(NCC1CCCO1)C1CCN(S(=O)(=O)c2ccc(Br)cc2)CC1 (configuration not stated)	1.8	-0.5	-2.4	-2.0	2.6	4.6	-2.4	-3.0	-0.8
Cc1cccc(NC(=S)NC2CC3CCCC(C2)N3Cc2ccccc2)c1C (configuration not stated)	-3.0	-1.5	-0.3	0.0	-0.2	3.5	-1.3	-1.8	.
COc1ccc(C[C@@H]2CN3C(=NC[C@@H]3Cc3ccc(O)cc3)N2C[C@H](C)NC(=O)CCC2CCCCC2)cc1	-12.4	0.4	-5.0	4.5	-1.7	8.6	0.6	-0.4	1.7
CNC(C)C(=O)NC(C(=O)NC(C(=O)Nc1cccc2ccccc12)C(C)C)C(C)C (configuration not stated)	-4.6	-0.2	-0.6	6.3	-4.8	4.3	.	.	-1.0
CC1=C(C(=O)Nc2ccc(C(=O)N3CCN(c4cccc(Cl)c4)CC3)cc2)SCCO1	5.5	0.6	-0.6	2.2	-1.6	13.9	0.1	-0.4	-0.7
COC(=O)CNC(=O)COC(=O)c1cc(SC)ccc1Cl	1.7	-0.2	-0.2	7.0	-3.9	-1.9	-0.3	-0.6	.
O=C(CCn1c(=S)oc2ccccc21)Nc1cccc(O)c1	-0.5	0.4	-3.4	0.5	-2.6	5.5	-0.7	2.5	.
CCn1c(C)cc(/C=C2\NC(=O)N(Cc3ccc(Cl)cc3)C2=O)c1C	-3.5	1.4	0.1	3.1	-6.8	25.0	0.4	2.3	-0.7

# Looked up by structure from the entries so far:
Molecule	BoNT-F LC inh	BoNT A protease	FadD28 binding	FBA Mtb inh	Anthrax LF inh2	GDH-TPI counter	PfHsp40 yeast	UGM FP inh	Mtb BioA inh
CNC(C)C(=O)NC(C(=O)NC(C(=O)Nc1cccc2ccccc12)C(C)C)C(C)C (configuration not stated)	-4.6	-0.2	-0.6	6.3	-4.8	4.3	.	.	-1.0
CC(=O)c1cccc(NS(=O)(=O)N2CCCCC2)c1	16.8	0.5	2.6	3.7	1.8	-0.7	-0.2	-1.1	0.0
COc1ccc(C[C@@H]2CN3C(=NC[C@@H]3Cc3ccc(O)cc3)N2C[C@H](C)NC(=O)CCC2CCCCC2)cc1	-12.4	0.4	-5.0	4.5	-1.7	8.6	0.6	-0.4	1.7
